ULK1 primary: inhibitors of human ULK1 kinase | AID 1259251 | O75385 | AlphaScreen Atg13 phosphorylation by ULK1, luminescence | inhibition, % at 5.96 µM | actives 1.9% (n = 30,000); in the data active = inhibition above about 43%;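 also: 0% = median of compound wells and 100% = no enzyme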
Target sequence (O75385 whole entry, looked up): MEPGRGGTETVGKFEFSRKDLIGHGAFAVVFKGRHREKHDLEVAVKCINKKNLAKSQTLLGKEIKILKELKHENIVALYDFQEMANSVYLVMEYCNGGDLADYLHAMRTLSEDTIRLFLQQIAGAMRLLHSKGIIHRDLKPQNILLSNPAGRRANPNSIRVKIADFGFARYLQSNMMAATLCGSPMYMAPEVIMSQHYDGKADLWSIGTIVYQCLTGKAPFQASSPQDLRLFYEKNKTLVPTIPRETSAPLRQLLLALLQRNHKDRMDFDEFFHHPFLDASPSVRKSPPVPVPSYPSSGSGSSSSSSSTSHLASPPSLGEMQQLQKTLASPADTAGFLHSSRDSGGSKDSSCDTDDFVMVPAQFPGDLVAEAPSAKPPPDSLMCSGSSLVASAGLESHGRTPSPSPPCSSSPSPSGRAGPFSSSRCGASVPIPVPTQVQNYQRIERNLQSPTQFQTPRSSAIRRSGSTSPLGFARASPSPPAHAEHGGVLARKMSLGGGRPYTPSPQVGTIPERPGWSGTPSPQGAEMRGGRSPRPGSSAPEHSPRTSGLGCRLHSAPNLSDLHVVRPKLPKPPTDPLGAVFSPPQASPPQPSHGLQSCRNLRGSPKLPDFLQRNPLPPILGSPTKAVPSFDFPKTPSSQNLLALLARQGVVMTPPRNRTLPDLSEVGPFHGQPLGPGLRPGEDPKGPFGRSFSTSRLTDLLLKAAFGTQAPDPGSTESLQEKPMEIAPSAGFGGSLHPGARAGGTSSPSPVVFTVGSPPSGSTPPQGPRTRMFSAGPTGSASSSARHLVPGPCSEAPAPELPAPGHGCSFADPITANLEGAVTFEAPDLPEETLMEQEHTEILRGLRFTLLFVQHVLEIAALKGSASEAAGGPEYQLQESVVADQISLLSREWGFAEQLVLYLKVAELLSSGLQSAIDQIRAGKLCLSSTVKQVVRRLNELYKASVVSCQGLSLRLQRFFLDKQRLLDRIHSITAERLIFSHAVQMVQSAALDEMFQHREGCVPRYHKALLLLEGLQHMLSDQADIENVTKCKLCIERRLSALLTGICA
ASK1 inh: human ASK1 kinase inhibition, primary screen; AlphaScreen MKK6 phosphorylation by ASK1, luminescence; inhibition, % at 7.44 µM; actives 0.99% (n = 22,000); Q99683; AID 1159602; in the data active = inhibition above about 35%;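 also: 0% = median of compound wells and 100% = no enzyme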
Active calls of the source: *; & = joins results of further samples.

What do the screens show for `Cc1[nH]ncc1-c1cc2c(cc1F)nc(C1COc3ccc(Cl)cc3C1)n2CCCN(C)C` (centres undefined)?
ULK1 primary: 4; ASK1 inh: 2

How did Nc1nc(Cl)cc(NCCO)n1 do in these assays?
ULK1 primary: 0; ASK1 inh: -4

What do the screens show for `Cn1c(Nc2ncc(C(=O)NCc3nc4ccccc4[nH]3)s2)nc2ccccc21`?
ULK1 primary: 4; ASK1 inh: -12

Results for Cc1cc(NCCN(C(C)C)C(C)C)nc(N2CCC(N3CCOCC3)CC2)n1 ?
ULK1 primary: 5; ASK1 inh: 8

What do the screens show for `COc1cccc(CNC(=O)Nc2ccc(-c3cn[nH]c3)cc2OCCN(Cc2ccccc2)Cc2ccccc2)c1`?
ULK1 primary: -4; ASK1 inh: -17

What do the screens show for `OC[C@H]1O[C@@H](Oc2ccc(O)cc2)[C@H](O)[C@@H](O)[C@@H]1O`?
ULK1 primary: 8

How did COc1ccc(-c2nc(C)cc(N)n2)cn1 do in these assays?
ULK1 primary: 2; ASK1 inh: -7

What do the screens show for `O=C(O)/C(=C\c1ccc(Cl)cc1)NC(=O)c1ccccc1`?
ULK1 primary: -1

What do the screens show for `O=C(Nc1ccc2cnccc2c1)C1COc2ccccc2O1` (centres undefined)?
ULK1 primary: 5; ASK1 inh: -11

How did Cn1cc(C(=O)NC2CCCCC2)c2[nH]c(=O)n(-c3ccc(Cl)cc3)c(=O)c21 do in these assays?
ULK1 primary: -6

What do the screens show for `COc1ccc(-c2nc(NCc3cccnc3)c3[nH]cnc3n2)cn1`?
ULK1 primary: 8; ASK1 inh: -15

How did OCCNc1cc(N2CCCC2CO)ncn1 (centres undefined) do in these assays?
ULK1 primary: -8; ASK1 inh: -10

What do the screens show for `COc1cc(Nc2nc(C(=O)NCCN3CCOCC3)cs2)cc(OC)c1OC`?
ULK1 primary: 8; ASK1 inh: -12

Results for COc1cc(C)c(S(C)=O)cc1OC (centres undefined) ?
ULK1 primary: -1

What do the screens show for `CN(C)c1cccc(Nc2nc(Nc3ccc(N4CCOCC4)cc3)c3[nH]cnc3n2)c1`?
ULK1 primary: -3; ASK1 inh: 36*

What do the screens show for `C/C(=N/NC(=O)CCc1ccccc1)c1ccco1`?
ULK1 primary: -1

What do the screens show for `CCN(CC)C(=O)C1CCCN(c2nc(Nc3ccc(NC(C)=O)cc3)c3ncn(-c4ccsc4)c3n2)C1` (centres undefined)?
ULK1 primary: 25; ASK1 inh: -13

How did C[C@@H]1CN(c2c(F)c(F)c3c(=O)c(C(=O)O)cn(C4CC4)c3c2F)C[C@H](C)N1 do in these assays?
ULK1 primary: 1

What do the screens show for `CCNc1ncc(C(=O)NCCOc2ccccc2)s1`?
ULK1 primary: 8; ASK1 inh: -3

How did Cc1ncn(-c2ccc(Nc3nccc(NCC(=O)O)n3)cc2)n1 do in these assays?
ULK1 primary: -3; ASK1 inh: -27

What do the screens show for `CCCNC(=O)c1ccnc(Nc2ccnn2C)c1`?
ULK1 primary: -8; ASK1 inh: -8

Results for CC1CCCC(C)N1NC(=O)c1ccc(Cl)c(S(N)(=O)=O)c1 (centres undefined) ?
ULK1 primary: 5

How did O=C(O)CCC(=O)Nc1ccc(Oc2ccc(Cl)cc2)cc1 do in these assays?
ULK1 primary: -10

What do the screens show for `O=C(Nc1ccccc1)c1cccc(-c2csc3ccccc23)n1`?
ULK1 primary: -5; ASK1 inh: -10

What do the screens show for `Cc1cccc(OCC(=O)Nc2ccc(-c3cn[nH]c3)cc2)c1`?
ULK1 primary: 7; ASK1 inh: -9

Results for CC(C)n1c(N2CCc3ccccc3C2)nc2c(NCc3cccc(C(F)(F)F)c3)ncnc21 ?
ULK1 primary: -5; ASK1 inh: -1

How did O=C(Nc1cccc(Cl)c1N1CCN(c2ccccn2)CC1)c1ccc(Br)o1 do in these assays?
ULK1 primary: -4; ASK1 inh: 13

What do the screens show for `CCCNc1cc(C)nc(-c2ccccc2)n1`?
ULK1 primary: 3; ASK1 inh: 1

Results for CC(=O)Nc1ccc(Nc2nc(N3CCCC3CO)nc3c2ncn3-c2ccccc2)cc1 (centres undefined) ?
ULK1 primary: 6; ASK1 inh: -19

Results for c1cncc(CNc2ccnc(Nc3nccc4ccccc34)n2)c1 ?
ULK1 primary: 9; ASK1 inh: -3

What do the screens show for `Cn1c(Nc2cc(C(=O)NCc3cccc(C(F)(F)F)c3)ccn2)nc2ccccc21`?
ULK1 primary: 1; ASK1 inh: 1

Results for CC(=O)c1cccc(-c2nc(NCc3cccnc3)c3ncn(Cc4ccc(C(F)(F)F)cc4)c3n2)c1 ?
ULK1 primary: -288; ASK1 inh: -44

What do the screens show for `COc1ccc(C(N)C(=O)N2CCN(C(=O)Nc3ccc4[nH]ncc4c3)CC2)cc1` (centres undefined)?
ULK1 primary: 6; ASK1 inh: 6

What do the screens show for `CN(C)c1nc(NCc2ccccc2)nc(N/N=C/c2c[nH]c3ccccc23)n1`?
ULK1 primary: -15

What do the screens show for `Cc1ccc(Nc2nc(C(=O)N3CCN(C)CC3)cs2)cc1`?
ULK1 primary: 14

What do the screens show for `Cc1ccc(S(=O)(=O)NC(=O)N2CCCC2)cc1`?
ULK1 primary: -8

Results for O=C(Nc1ccc2c(c1)OCO2)c1cccc(Nc2nccc3ccccc23)c1 ?
ULK1 primary: 10; ASK1 inh: 22

What do the screens show for `COc1cc(NC(=O)c2ccnc(N3CCC(N4CCOCC4)CC3)c2)cc(OC)c1OC`?
ULK1 primary: -10; ASK1 inh: 2

Results for C=C1/C(=C\C=C2/CCCC3(C)[C@@H]([C@H](C)/C=C/[C@@H](O)C4CC4)CC[C@@H]23)C[C@@H](O)C[C@@H]1O (some centres undefined) ?
ULK1 primary: 21

Results for CCOC(=O)N1CCN(c2cc(=O)n(C)c(=O)n2Cc2ccc(F)cc2F)CC1 ?
ULK1 primary: -1

How did c1ccc2c(c1)CCCC2C1=NCCN1 (centres undefined) do in these assays?
ULK1 primary: 5

Results for OCCNc1nc(-c2ccc(N3CCOCC3)nc2)nc2c1ncn2Cc1ccc(C(F)(F)F)cc1 ?
ULK1 primary: -40; ASK1 inh: 4

How did NC(N)=NCc1cccc(I)c1 do in these assays?
ULK1 primary: -4

What do the screens show for `CCCNC(=O)c1cccc(Nc2ccccc2)c1`?
ULK1 primary: -7; ASK1 inh: -21

How did O=C(NCCO)c1ccc2nc(Nc3ccc(C(F)(F)F)cc3)sc2c1 do in these assays?
ULK1 primary: -9; ASK1 inh: 12

Results for Cc1ccc2nc3nc(NCC4CCCO4)c(C(=O)NCc4cccnc4)cc3c(=O)n2c1 (centres undefined) ?
ULK1 primary: -2

Results for COc1cccc(CCC(=O)Nc2ccc(-c3cn[nH]c3)cc2OCCO)c1 ?
ULK1 primary: -11; ASK1 inh: -9

What do the screens show for `Nc1cccc(-c2cccc(C(=O)NC3CCN(Cc4ccccc4)CC3)n2)c1`?
ULK1 primary: -8; ASK1 inh: 4

What do the screens show for `Cc1cccc(NC(=O)Cn2c(=O)n(CCc3ccccc3)c(=O)c3ncccc32)c1`?
ULK1 primary: 1

How did C=CCN(CC=C)C(=O)c1ccc(Cl)cc1[N+](=O)[O-] do in these assays?
ULK1 primary: 5

What do the screens show for `O=C(c1ccc2[nH]ncc2c1)N1CC[C@@H](NS(=O)(=O)c2ccc(Br)cc2)C1`?
ULK1 primary: -9; ASK1 inh: 7

What do the screens show for `CC(C)n1c(Nc2ccncc2)nc2c(NCCOc3ccccc3)ncnc21`?
ULK1 primary: 1; ASK1 inh: 0

What do the screens show for `COCc1cccc(NC(=O)c2ncn[nH]2)c1`?
ULK1 primary: -5

How did O=C(NCCN1CCOCC1)c1cnc(N2CCN(c3ccccn3)CC2)s1 do in these assays?
ULK1 primary: 6; ASK1 inh: 5

What do the screens show for `O=C(NC1CC1)c1cnc(N2CCOCC2)s1`?
ULK1 primary: -3; ASK1 inh: -3

How did CN(C)CCOc1cc(-c2ccnc(N)n2)ccc1NC(=O)[C@H]1Cc2cc(F)ccc2CN1 do in these assays?
ULK1 primary: -3&12; ASK1 inh: 3&6

What do the screens show for `Cn1c(Nc2nc(NCc3cccc(C(F)(F)F)c3)c3ncn(CCN4CCCC4=O)c3n2)nc2ccccc21`?
ULK1 primary: -9; ASK1 inh: 0

Results for COc1cc(C(=O)N2CCOCC2)cc(OC)c1OC ?
ULK1 primary: -18

What do the screens show for `COC1CCN(c2cc(C#N)cc(-c3ccnc(Nc4ccc(-n5cnc(C)n5)cc4)n3)c2)CC1`?
ULK1 primary: 0; ASK1 inh: -8

What do the screens show for `Cc1cc(Nc2ccccc2)nc(-c2ccc(C(N)=O)cc2)n1`?
ULK1 primary: -13; ASK1 inh: 3

What do the screens show for `O=S(=O)(O)CC(O)CSc1nc2ccccc2s1` (centres undefined)?
ULK1 primary: -11

How did Fc1cc(-c2ccnc(Nc3ccc(-n4cnc(Br)n4)cc3)n2)cc(N2CCOCC2)c1 do in these assays?
ULK1 primary: -7; ASK1 inh: 1

Results for CN1CC(=O)N2[C@H](c3ccc4c(c3)OCO4)c3[nH]c4ccccc4c3C[C@@H]2C1=O ?
ULK1 primary: -3

Results for CC(=O)Nc1ccc(Nc2cc(N3CCC(N4CCOCC4)CC3)nc(N)n2)cc1 ?
ULK1 primary: -7; ASK1 inh: -4

How did NC(=O)c1ccc2nc(-c3cccs3)sc2c1 do in these assays?
ULK1 primary: 24; ASK1 inh: 32

Results for Cc1nc(C)n(-c2ccc(Nc3cc(-c4nn(-c5ccccc5)cc4-c4ccccc4)ccn3)cc2)n1 ?
ULK1 primary: -23; ASK1 inh: 6

How did COc1cc(Nc2cc(C)nc(Nc3cnccn3)n2)cc(OC)c1OC do in these assays?
ULK1 primary: -4; ASK1 inh: -1

How did Cc1ncn(-c2ccc(Nc3cc(-c4nocc4-c4cn[nH]c4)ccn3)cc2)n1 do in these assays?
ULK1 primary: 12; ASK1 inh: 8

What do the screens show for `c1ccc(CN2CCC(Nc3nc(NCCOc4ccccc4)c4ncn(-c5ccsc5)c4n3)CC2)cc1`?
ULK1 primary: -3; ASK1 inh: 6

Results for Nc1cccc(-c2nc(Nc3ccccc3)c3[nH]cnc3n2)c1 ?
ULK1 primary: -14; ASK1 inh: 10

Results for Nc1nc(NCCOc2ccccc2)cc(-c2csc3ccccc23)n1 ?
ULK1 primary: -6; ASK1 inh: 2

What do the screens show for `c1ccc(CNc2nc(Nc3cnccn3)nc3c2ncn3-c2ccsc2)cc1`?
ULK1 primary: -2; ASK1 inh: -10

How did O=C(NCc1nc2ccccc2[nH]1)c1cnc(NC2CCN(Cc3ccccc3)CC2)s1 do in these assays?
ULK1 primary: 7; ASK1 inh: 5

How did COc1ccc(CCNc2cc(C)nc(-c3ccc(OC)nc3)n2)cc1 do in these assays?
ULK1 primary: -13; ASK1 inh: -15

Results for CN(C)c1cccc(Nc2nc(NCc3ccccc3)c3ncn(C4CCCCC4)c3n2)c1 ?
ULK1 primary: -1; ASK1 inh: -2

What do the screens show for `O=C(O)C1=C(CSc2nnnn2CS(=O)(=O)O)CS[C@@H]2C(NC(=O)[C@H](O)c3ccccc3)C(=O)N12` (some centres undefined)?
ULK1 primary: 6

Results for COc1ccc(-c2ccc(C(=O)NCc3nc4ccccc4[nH]3)s2)cn1 ?
ULK1 primary: 13; ASK1 inh: -5

Results for O=C(c1ccco1)N1CCc2nc3ccccn3c(=O)c2C1 ?
ULK1 primary: -11

How did OC1CCC(Nc2nccc(Nc3ccc4c(c3)OCO4)n2)CC1 (centres undefined) do in these assays?
ULK1 primary: 1; ASK1 inh: 6

How did COc1ccc(-c2nccc(NCCc3ccc(O)cc3)n2)cc1 do in these assays?
ULK1 primary: -16; ASK1 inh: 8

Results for NC(=O)c1cc(NCc2ccc3c(c2)OCO3)nc2ccccc12 ?
ULK1 primary: -8; ASK1 inh: -11

How did CC(COc1ccccc1Cc1ccccc1)N1CCCCC1 (centres undefined) do in these assays?
ULK1 primary: -4

In the list so far, these have an aryl methoxy group:
What do the screens show for `COc1cccc(CNC(=O)Nc2ccc(-c3cn[nH]c3)cc2OCCN(Cc2ccccc2)Cc2ccccc2)c1`?
ULK1 primary: -4; ASK1 inh: -17

How did COc1ccc(-c2nc(C)cc(N)n2)cn1 do in these assays?
ULK1 primary: 2; ASK1 inh: -7

What do the screens show for `COc1ccc(-c2nc(NCc3cccnc3)c3[nH]cnc3n2)cn1`?
ULK1 primary: 8; ASK1 inh: -15

What do the screens show for `COc1cc(Nc2nc(C(=O)NCCN3CCOCC3)cs2)cc(OC)c1OC`?
ULK1 primary: 8; ASK1 inh: -12

Results for COc1cc(C)c(S(C)=O)cc1OC (centres undefined) ?
ULK1 primary: -1

What do the screens show for `COc1ccc(C(N)C(=O)N2CCN(C(=O)Nc3ccc4[nH]ncc4c3)CC2)cc1` (centres undefined)?
ULK1 primary: 6; ASK1 inh: 6

What do the screens show for `COc1cc(NC(=O)c2ccnc(N3CCC(N4CCOCC4)CC3)c2)cc(OC)c1OC`?
ULK1 primary: -10; ASK1 inh: 2

Results for COc1cccc(CCC(=O)Nc2ccc(-c3cn[nH]c3)cc2OCCO)c1 ?
ULK1 primary: -11; ASK1 inh: -9

Results for COc1cc(C(=O)N2CCOCC2)cc(OC)c1OC ?
ULK1 primary: -18

How did COc1cc(Nc2cc(C)nc(Nc3cnccn3)n2)cc(OC)c1OC do in these assays?
ULK1 primary: -4; ASK1 inh: -1

How did COc1ccc(CCNc2cc(C)nc(-c3ccc(OC)nc3)n2)cc1 do in these assays?
ULK1 primary: -13; ASK1 inh: -15

Results for COc1ccc(-c2ccc(C(=O)NCc3nc4ccccc4[nH]3)s2)cn1 ?
ULK1 primary: 13; ASK1 inh: -5

How did COc1ccc(-c2nccc(NCCc3ccc(O)cc3)n2)cc1 do in these assays?
ULK1 primary: -16; ASK1 inh: 8
